tim23-1 inh: growth inhibitors of tim23-1 mutant yeast, primary screen, luminescence, uHTS. S. cerevisiae tim23-1 growth, BacTiter-Glo luminescence, 24 h. inhibition, % at 20 µM. 330,000 tested, 1.3% active. AID 463212, 2010;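 active means growth inhibition of the mutant yeast at or above 50%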;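 further: temperature-sensitive mutant grown at 25 °C; plate controls were DMSO-treated mutant yeast for no effect and medium wells lacking yeast for full effect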
697 NFkB inh: inhibitors of PMA/ionomycin-induced NF-kB reporter, 697 cells, primary screen, B-cell NF-kB inhibitor project, cell-based, luminescence, uHTS | 697 B-cell NF-kB luciferase reporter, 16 h | inhibition, % at 4 µM | 330,000 tested, 0.33% active; in the data active means inhibition above about 35%
APJ ag: agonists of human apelin receptor APJ, primary screen, CHO-K1 cells, PathHunter beta-arrestin, luminescence; 0% DMSO wells, 100% apelin; AID 2520, 2010; activation, % at 20 µM; P35414; 330,000 tested, 0.11% active;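 active means activation more than six SD over the plate average, tested at 20 µM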;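 further: 0% = DMSO alone and 100% = apelin-13 at 10 nM; some results filed as inactive read as strong as hits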
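Assay system: engineered CHO-K1 APJ arrestin reporter cells; Amount: 1000 CHO-K1 reporter cells seeded per well; Dosing: one dose, 20 µM compound, 1% DMSO; Times: compound stimulation 90 min at 25 °C, detection 60 min; Measured by: luminescent beta-gal fragment complementation, chemiluminescent substrate; Read-out: APJ–arrestin association signal; Controls: DMSO vs Apelin-13 10 nM.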
Mdm2-MdmX inh: inhibitors of human Mdm2-MdmX association, primary screen, cell-based, luminescence, split luciferase, SaOS-2, uHTS | SaOS-2 split-luciferase Mdm2/MdmX complementation | 330,000 tested, 3% active | inhibition, % at 8 µM | AID 485346, 2010;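 active means inhibition of at least 50% at 8 µM in the primary screen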
Target sequence (O15151 whole entry, looked up): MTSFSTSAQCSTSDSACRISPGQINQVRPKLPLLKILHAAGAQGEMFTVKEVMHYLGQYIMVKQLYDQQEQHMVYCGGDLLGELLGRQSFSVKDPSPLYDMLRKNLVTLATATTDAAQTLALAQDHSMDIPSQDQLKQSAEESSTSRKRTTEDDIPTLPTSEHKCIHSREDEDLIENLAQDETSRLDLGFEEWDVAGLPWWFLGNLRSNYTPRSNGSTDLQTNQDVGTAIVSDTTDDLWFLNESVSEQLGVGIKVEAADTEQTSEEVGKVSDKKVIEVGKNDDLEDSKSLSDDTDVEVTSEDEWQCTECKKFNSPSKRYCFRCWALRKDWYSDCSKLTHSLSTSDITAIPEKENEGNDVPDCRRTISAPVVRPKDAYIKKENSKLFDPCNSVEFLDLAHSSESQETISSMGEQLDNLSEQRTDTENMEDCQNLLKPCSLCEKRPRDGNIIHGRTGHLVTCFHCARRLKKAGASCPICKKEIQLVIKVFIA
Target sequence (Q00987 whole entry, looked up): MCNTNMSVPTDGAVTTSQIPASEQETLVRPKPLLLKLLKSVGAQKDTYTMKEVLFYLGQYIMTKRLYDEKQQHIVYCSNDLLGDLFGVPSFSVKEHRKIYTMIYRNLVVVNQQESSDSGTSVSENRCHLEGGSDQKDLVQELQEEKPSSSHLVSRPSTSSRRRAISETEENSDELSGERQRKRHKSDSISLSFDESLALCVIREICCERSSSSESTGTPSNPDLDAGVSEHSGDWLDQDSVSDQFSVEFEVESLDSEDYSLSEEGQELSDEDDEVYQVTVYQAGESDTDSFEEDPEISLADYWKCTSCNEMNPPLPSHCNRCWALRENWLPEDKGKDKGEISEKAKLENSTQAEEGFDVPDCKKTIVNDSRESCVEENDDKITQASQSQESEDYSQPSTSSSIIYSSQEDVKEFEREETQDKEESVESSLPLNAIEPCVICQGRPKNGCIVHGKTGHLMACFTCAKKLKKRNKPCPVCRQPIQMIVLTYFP
APJ antagonist: antagonists of human apelin receptor APJ, primary screen, CHO-K1 cells, beta-arrestin complementation, luminescence. 330,000 tested, 0.32% active. inhibition, % at 20 µM;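 active means inhibition above about 40% at 20 µM, limit read from the data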;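 further: cells challenged with 10 nM apelin-13 agonist together with compound; plate controls were apelin-13 plus DMSO wells for no effect and DMSO wells lacking apelin-13 for full effect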
UPR XBP1 act: activators of adaptive XBP1 UPR arm, primary screen, cell-based, CHO-XBP1 luciferase reporter, luminescence, uHTS; IRE1-XBP1 UPR activation; percent of tunicamycin response, DMSO as zero; activation, % at 20 µM; 330,000 tested, 0.33% active;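 active means versus positive control, 20 µM dose yields 30% or more activation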;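 further: 100% = tunicamycin at 10 µg/mL and 0% = DMSO only wells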
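Material: IRE1-XBP1 luciferase reporter CHO line / Quantity: one thousand reporter cells per well / Buffer or medium: F12 with 10% serum / Compound: 20 µM single concentration, DMSO 1% / Times: 6 h treatment, 37 °C / Detection: Steady-Glo luciferase glow luminescence, 10 min after reagent addition / Benchmarks: tunicamycin high, DMSO low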
CHOP UPR activ: activators of apoptotic CHOP UPR arm, primary screen, cell-based, CHO-CHOP luciferase reporter, luminescence, uHTS; UPR activation; percent of tunicamycin response over DMSO baseline; activation, % at 10 µM; 330,000 tested, 0.34% active; AID 449763, 2010;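 active means at 10 µM dose, activation of 40% or more, normalized to positive control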;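 further: 100% = tunicamycin at 10 µg/mL and 0% = DMSO alone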
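Assay system: CHO-CHOP cells, stable luciferase reporter of PERK-eIF2a-CHOP signalling / Buffer or medium: F12 plus 10% serum / Compound dosing: one dose, 10 µM in 0.5% DMSO / Times: 6 h compound treatment, 37 °C / Technique: luciferase luminescence / Read-out: % reporter activation, DMSO baseline versus tunicamycin full activation / Benchmarks: tunicamycin and DMSO controls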
Jurkat NFkB inh: inhibitors of induced NF-kB luciferase reporter, primary screen, TCR NF-kB activation inhibitor project, cell-based, luminescence, uHTS; Jurkat, PMA/ionomycin-induced NF-kB luciferase reporter; inhibition, % at 4 µM; 330,000 tested, 0.53% active; AID 435003, 2010; in the data active means inhibition above about 50%
Numbers without * were called inactive.

SMILES	tim23-1 inh	697 NFkB inh	APJ ag	Mdm2-MdmX inh	APJ antagonist	UPR XBP1 act	CHOP UPR activ	Jurkat NFkB inh
CC(=O)Nc1ccc2nc(SCC(=O)Nc3ccc(N4CCOCC4)c(Cl)c3)sc2c1	-6	-71	-2	-9	-8	4	1.8	-50
C=CCc1cccc2cc(C(=O)NCc3cccnc3)c(=O)oc12	22	2	-2	-1	7	1	-1.3	14
CCOC(=O)C1CCCN(C(=O)CN2C(=O)c3ccccc3C2=O)C1 (configuration not stated)	17	6	1	21	6	-1	-0.8	9
O=C(NCc1ccco1)C(C(=O)c1ccc(F)cc1)n1ccccc1=O (configuration not stated)	10	10	-3	8	0	1	-1.1	5
COc1ccccc1NC(CC(=O)c1ccccc1)C(=O)OCC(=O)c1ccc(Br)cc1 (configuration not stated)	40	-185	-1	-14	-8	1	2.7	-163
COCc1[nH]c(=S)c(C#N)cc1C(=O)OC	-10	-11	2	14	-10	0	-0.2	-5
Cn1c(=O)c2c(nc(Sc3ncnn3CC(=O)N3CCOCC3)n2C)n(C)c1=O	11	10	1	11	9	1	-1.1	2
COc1cc(C)nc(N2CCC(C(N)=O)CC2)n1	5	-15	2	4	3	-1	-0.7	-2
COC(=O)Cc1c(C)c2ccc(OCC(=O)N3CCC(C)CC3)c(C)c2oc1=O	35	-32	2	16	-11	-2	-0.9	3
COc1ccc(Cn2nnc3c(=O)[nH]c(C(=O)NCCc4ccc(F)cc4)nc32)cc1OC	-9	17	-2	25	13	-1	5.1	-1
COc1ccc(CCN(C)C(=O)N2CCOCC2)cc1OC	-1	-6	-12	28	25	-3	1.4	6
NC(=O)c1sc2nc(N3CCCCC3)c3c(c2c1N)CCCC3	45	-20	-3	-16	6	1	0.3	-14
COc1cc(/C=C/C(=O)OCC(=O)NCCc2ccccc2)cc(OC)c1OC	17	15	-2	15	13	4	0.8	10
CC(C)[C@H](NS(=O)(=O)c1cccc(C(F)(F)F)c1)C(=O)OCC(=O)NC(=O)NCc1ccco1	15	-5	-1	-5	7	-3	2.2	17
Cn1c(=O)n(C)c2cc(S(=O)(=O)NCCc3ccccc3)ccc21	9	-21	-2	-11	-18	-1	0.8	9
CCOCC(=O)Nc1cc(C(=O)Nc2cccc(C)c2C)ccc1Cl	26	2	1	-21	9	4	0.2	-6
CCn1c(NCc2ccccn2)nc2c1c(=O)n(C)c(=O)n2C	-9	11	1	-15	8	5	-1.8	4
Cc1cc(NC(=S)N(CCN2CCOCC2)Cc2ccccc2F)ccc1Cl	25	-12	-1	11	2	-2	-1.5	-5
COc1ccc(OC)c(C2CC(c3ccc(NS(C)(=O)=O)cc3)=NN2C(=O)c2ccccc2)c1 (configuration not stated)	29	0	-9	-6	5	0	-2.0	-11
CC1(C)CC(NC(=O)c2ccc(-c3ccc([N+](=O)[O-])cc3)o2)CC(C)(C)N1	4	-29	21	1	-39	2	-0.8	-12
Cc1ccc(C(=O)CCC(=O)OCC(=O)NNC(=O)c2ccc([N+](=O)[O-])cc2)cc1	-3	10	-2	-8	-8	1	0.7	-10
CC(=O)Nc1ccc2c(COC(=O)[C@@H](NS(=O)(=O)c3ccc(C)cc3)C(C)C)cc(=O)oc2c1	0	8	-4	2	-2	-2	-0.8	9
COc1ccc(S(=O)(=O)N2CCN(C(=O)CC3CC4CCC3C4)CC2)cc1 (configuration not stated)	25	9	1	-4	-50	-1	0.3	9
COc1cc(C(=O)Nc2cc(S(C)(=O)=O)ccc2Cl)ccc1OCC(=O)N1CCOCC1	0	9	-2	5	-3	-3	2.9	6
O=C(c1cccc(N2C(=O)C3C4C=CC(C4)C3C2=O)c1)N1CCN(c2ccc(F)cc2)CC1 (configuration not stated)	16	-11	-3	2	6	-7	-2.5	-1

An excerpt from above, showing only 697 NFkB inh.
SMILES	697 NFkB inh
CC1(C)CC(NC(=O)c2ccc(-c3ccc([N+](=O)[O-])cc3)o2)CC(C)(C)N1	-29
Cc1cc(NC(=S)N(CCN2CCOCC2)Cc2ccccc2F)ccc1Cl	-12
COc1ccc(S(=O)(=O)N2CCN(C(=O)CC3CC4CCC3C4)CC2)cc1 (configuration not stated)	9
COC(=O)Cc1c(C)c2ccc(OCC(=O)N3CCC(C)CC3)c(C)c2oc1=O	-32

Later entries
SMILES	tim23-1 inh	697 NFkB inh	APJ ag	Mdm2-MdmX inh	APJ antagonist	UPR XBP1 act	CHOP UPR activ	Jurkat NFkB inh
CCCNC(=O)c1ccc2c(c1)S(=O)(=O)c1ccccc1C2=O	3	9	10	32	-55	0	-0.5	-4
O=C1CC(C(F)(F)C(F)(F)C(F)(F)F)=Nc2ccccc2N1	5	2	-2	-4	-6	1	2.3	5
Cc1ccc(NC(=O)CNC(=O)c2ccco2)cc1Cl	-30	-16	-3	6	-17	-2	2.5	-21
O=C(NCC(c1ccco1)N1CCOCC1)c1ccc(Cl)cc1 (configuration not stated)	0	-3	-3	8	20	0	-0.8	11
CC(=O)Nc1cccc(C(=O)OCC(=O)N(c2ccccc2)C2CCS(=O)(=O)C2)c1 (configuration not stated)	13	9	-5	14	20	-4	0.5	-2
COc1ccc(N2CCN(CCNC(=O)c3ccc4c(c3)[nH]c(=S)n3c5ccccc5nc43)CC2)cc1	-7	28	0	87*	8	2	3.3	9
Cc1nc2c(sc(=S)n2Cc2ccco2)c(=O)n1CC(=O)Nc1ccccc1	14	12	0	30	24	-5	0.5	-2
CN1CCCN(C(=O)CC2(CC(=O)O)CCCC2)CC1	2	6	-2	7	15	-2	-0.9	-2
Cc1ccc(-c2csc(N=C(N)N)n2)c(C)c1	4	-27	-3	-4	-13	1	3.6	-9
Cc1ccc(NC(=S)NCc2ccccc2Cl)c(C)c1	30	30	-4	15	6	-4	-0.2	-2
CCN(CC)S(=O)(=O)c1cc(NC(=O)CNc2cccc(S(=O)(=O)N3CCOCC3)c2)ccc1C	3	-3	5	29	-3	-4	-1.0	23
Cc1oc2cc3oc(=O)c(CCC(=O)N(C)CC(=O)O)c(C)c3cc2c1C	4	2	-5	-7	-24	4	-0.6	-4
C/C=C/c1ccc(OCc2cc(=O)n3cc(C)ccc3n2)c(OC)c1	38	9	-3	-18	-20	0	-0.3	6
Cc1nc(SCC(=O)Nc2ccccc2C(F)(F)F)c2c(=O)n(C)c(=O)n(C)c2n1	4	-11	-5	95*	-6	3	-0.2	2
COc1ccc(NC2CCCN(C(=O)c3ccc(C)nc3)C2)cc1 (configuration not stated)	4	7	-5	28	8	-2	0.0	2
Cc1ccccc1CC1(CO)CCCN(Cc2ccn[nH]2)C1 (configuration not stated)	-11	7	-4	-8	2	-4	1.7	4
COC(=O)C1=NNC2(c3ccc(C)cc3)C(=O)N(c3cccc(C)c3C)C(=O)C12 (configuration not stated)	22	3	0	0	2	0	2.9	-14
O=C(OCC(=O)N1CCOCC1)c1ccccc1OCc1ccc(Cl)cc1	24	-21	-6	-33	7	2	1.3	0
Cc1ccc(OCC(=O)N2C(C)CCCC2C)c([N+](=O)[O-])n1 (configuration not stated)	1	8	-1	-1	-3	0	-0.4	8
Cc1c(CC(=O)NCCCC(=O)O)c(=O)oc2cc3oc4c(c3cc12)CCCC4	6	-13	-2	12	8	-1	1.4	-7
CCCCC(=O)Nc1ccc(C(=O)Nc2nnc(COC)s2)cc1	12	9	0	12	-14	-1	-1.1	2
COc1ccc(/C=C2/SC(=O)N(CCC(=O)Nc3ccc(S(=O)(=O)Nc4nccs4)cc3)C2=O)cc1	-18	-11	-5	-36	3	-4	2.1	-8
O=C(O)C1=C[C@H](c2csc3ccccc23)C[C@H](OCc2ccc(CO)cc2)O1	28	8	2	14	7	13	2.1	4
O=C(CSc1nnc(Cn2nnc3ccccc32)o1)N(Cc1ccc(F)cc1)c1ccccc1	24	20	2	13	20	-8	5.3	57*
CCc1ccc(N2CC(C(=O)N3CCCC3)CC2=O)cc1 (configuration not stated)	-4	3	0	7	5	-4	3.1	-3

As entered above:
UPR XBP1 act result of `Cc1ccc(OCC(=O)N2C(C)CCCC2C)c([N+](=O)[O-])n1` (configuration not stated) → 0
CHOP UPR activ result of `O=C(OCC(=O)N1CCOCC1)c1ccccc1OCc1ccc(Cl)cc1` → 1.3
UPR XBP1 act result of `CCCCC(=O)Nc1ccc(C(=O)Nc2nnc(COC)s2)cc1` → -1

Other results
SMILES	tim23-1 inh	697 NFkB inh	APJ ag	Mdm2-MdmX inh	APJ antagonist	UPR XBP1 act	CHOP UPR activ	Jurkat NFkB inh
CCCN(CC1CC1)C(=O)CCc1nnc(C(OC)c2ccccc2)o1 (configuration not stated)	15	5	-1	10	11	-2	2.8	7
Cc1ccccc1NC(=O)c1cc[n+]([O-])cc1	22	-2	-3	-8	5	-1	-0.2	3
COc1cccc(CNC(=O)CSc2ccc(-c3ccco3)nn2)c1	7	-3	3	-12	-13	-2	0.6	8
CC(C)(CNCc1ccccc1)NS(=O)(=O)c1ccccc1	-1	9	-4	-15	-3	-1	1.9	-2
C=CCn1c(SC(C)C(=O)NCCC2=CCCCC2)nc2ccccc2c1=O (configuration not stated)	-5	0	-2	1	7	-5	-2.1	-2
Cc1cccc(OCC(=O)N(Cc2ccco2)c2c(N)n(Cc3ccccc3)c(=O)[nH]c2=O)c1	51*	1	-1	15	1	2	-0.7	5
CN(C(=O)COC(=O)c1ccccc1SCC(=O)N1CCCC1)C1(C#N)CCCCC1	6	15	-2	16	7	1	0.4	-2
O=C(NN1CCOCC1)c1ccc(Cl)s1	8	12	-1	2	8	3	1.7	-13
COc1ccc(OC)c(NC(=O)c2ccc(OCC(=O)N3CCOCC3)c(OC)c2)c1	10	14	-3	16	5	1	2.4	3
CCC1CCc2sc(C(=O)NCC(c3ccc(OC)cc3)N3CCCC3)cc2C1 (configuration not stated)	8	-1	1	50*	11	1	1.9	-4
COc1cc(/C=N/N=C2/C(=O)Nc3ccccc32)ccc1O	26	8	-3	-10	29	3	2.8	1
CCN1CCN(c2nc3ccccc3nc2C(C#N)S(=O)(=O)c2ccc(C)cc2)CC1 (configuration not stated)	9	4	-1	22	2	-2	2.1	-18
COCCn1c(SCC(=O)N2CCCCC2)nc2c(c1=O)SCC2	0	10	-1	7	9	-3	-0.1	12
Cc1[nH]c2ccccc2c1/C=N/NC(=O)c1cccc(F)c1	9	12	-2	-4	3	1	2.7	-12
COc1ccc(-n2c(-c3cccc(OC)c3)nc(=S)c3c2CCCC3)cc1	27	-13	-1	-16	20	0	1.5	5
O=C(CNCc1cccs1)Nc1ccc(OC(F)(F)F)cc1	29	-12	-2	2	6	2	0.3	-12
Cc1nnc(SC(C)C(=O)Nc2ccc(S(=O)(=O)N3CCCCC3)cc2)s1 (configuration not stated)	-1	-10	-2	-9	-13	-3	1.0	-5
CCOc1ccccc1NC(=O)COc1cccnc1[N+](=O)[O-]	28	7	-2	22	5	1	-0.2	10
Cc1ccc(-c2c(C)n([O-])c3c([n+]2=O)CCCCC3)cc1	13	15	0	13	6	1	-2.3	8

Bioassay records deposited in PubChem by Sanford-Burnham Center for Chemical Genomics.

Compounds as they come; 5% or so of the library scored in one or more.
